High-throughput results deposited in PubChem BioAssay by several laboratories.
PDI inh: inhibitors of human PDI, primary screen, biochemical, turbidity, single point, plate reader; inhibition, % at 10 µM; PDI insulin aggregation turbidity, A650, 90 min; Protein disulfide-isomerase (Homo sapiens), P07237; AID 588391, 2011; 350,000 compounds, 0.052% hits;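 active = mean inhibition across replicates of 30% or more, whatever share of single replicates reach that level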;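 also: absorbance from insulin aggregation driven by PDI reduction with DTT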
aDG glyco up: activators of alpha-DG glycosylation, primary screen, uHTS, Pro5-aDG cells, AlphaScreen; 360,000 compounds, 0.22% hits; activation, % at 10 µM; AID 624168, 2012; alpha-DG glycosylation AlphaScreen (IIH6); 0% Pro5, 100% B10-LARGE cell signal;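 active = activation of at least 8% versus controls, or a plate z-score of at least 8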;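 also: Pro5 are CHO cells carrying HIG-tagged alpha-DG that lacks glycosylation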
Vif imaging: HIV Vif self-association inhibitors, primary screen, imaging, HEK293T, single point | HEK293T cells, Vif self-association by quenched fluorescence, 24 h | inhibition, % at 7.49 µM | 340,000 compounds, 0.35% hits | AID 602346, 2012; in the data active = inhibition above about 50%, passing the limit was not always enough; also: some results filed as inactive read as strong as hits
Granule exo inh: LAMP-1 surface exposure blockers, TALL-104 cells – cell-based, flow cytometry, MLPCN library, primary screen | TALL-104 LAMP-1 surface exposure; cells stimulated with thapsigargin and PMA | inhibition, % at 10 µM | 360,000 compounds, 0.66% hits | AID 651702, 2012;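 active = inhibition above about 55%, limit read from the data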
CaV13 ICDI inh: Disruptors of the CACNA1D IQ motif to Ca2+-dependent inactivation inhibitor domain association, primary screening, Förster resonance energy transfer in intact living … | HEK cells, CFP/YFP FRET ICDI-IQ, plate reader, 10 min; percent FRET-ratio fall versus neutral wells | inhibition, % at 12.3 µM | 340,000 compounds, 0.098% hits;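 active = mean replicate inhibition of at least 30% and at least 1% of replicates passing that level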;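 also: 0% = median of the neutral control wells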
ABCB6 inh 2: ABCB6 transporter inhibitors, primary screen, K562-ABCB6 cells, flow cytometry, MLPCN library | 360,000 compounds, 0.19% hits | ATP-binding cassette sub-family B member 6 (Homo sapiens), Q9NP58 | K562-ABCB6 porphyrin accumulation, 1 h; stronger effect = lower value | fluorescence ratio to DMSO, % at 10 µM;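 active = fluorescence ratio to DMSO below 75%, the collection mean minus 3 SD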;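 also: signal is porphyrin accumulated inside mitochondria; 100% equals median channel fluorescence of DMSO control wells; lower ratio means ABCB6 inhibition with less porphyrin fluorescence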
Target sequence (Q9NP58 whole entry, looked up): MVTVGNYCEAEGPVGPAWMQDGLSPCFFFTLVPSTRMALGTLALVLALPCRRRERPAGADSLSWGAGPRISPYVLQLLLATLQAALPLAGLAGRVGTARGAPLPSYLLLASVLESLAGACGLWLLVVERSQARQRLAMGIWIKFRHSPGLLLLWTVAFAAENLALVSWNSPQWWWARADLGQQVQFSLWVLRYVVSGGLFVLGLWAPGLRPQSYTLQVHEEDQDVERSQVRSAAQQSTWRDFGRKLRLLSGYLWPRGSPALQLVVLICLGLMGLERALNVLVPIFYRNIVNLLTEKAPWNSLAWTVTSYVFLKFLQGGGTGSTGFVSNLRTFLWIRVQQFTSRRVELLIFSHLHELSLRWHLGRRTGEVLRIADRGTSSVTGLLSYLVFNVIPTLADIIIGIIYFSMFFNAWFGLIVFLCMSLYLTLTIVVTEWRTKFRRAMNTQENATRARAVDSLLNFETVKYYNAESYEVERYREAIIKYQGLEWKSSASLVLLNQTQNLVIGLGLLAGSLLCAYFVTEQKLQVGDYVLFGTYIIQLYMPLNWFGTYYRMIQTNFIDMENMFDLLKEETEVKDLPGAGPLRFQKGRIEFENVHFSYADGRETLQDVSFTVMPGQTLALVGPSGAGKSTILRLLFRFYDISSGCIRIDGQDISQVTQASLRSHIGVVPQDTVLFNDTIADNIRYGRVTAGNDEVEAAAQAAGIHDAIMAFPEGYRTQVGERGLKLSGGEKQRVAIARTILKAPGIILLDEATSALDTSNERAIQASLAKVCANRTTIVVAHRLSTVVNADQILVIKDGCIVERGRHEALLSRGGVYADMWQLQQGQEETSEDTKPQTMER
H9c2 protect: cardioprotection against H2O2-induced cell death, primary screen, uHTS, H9c2 cells, ATPLite luminescence; protection from H2O2 cell death, % at 20 µM; 360,000 compounds, 0.63% hits; H9c2 cardiomyocytes, H2O2 injury protection, 2 h;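 active = compounds giving at least 50% protection of heart cells from peroxide-induced death in the single-dose screen, raw or plate-pattern-corrected value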;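 also: 0% = DMSO wells with peroxide and 100% = DMSO wells without peroxide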
Glyco luc inh: increase of ERlucT glycosylation luciferase signal, primary screen, N-linked glycosylation inhibitor project, D54 ERlucT cells, luminescence, set 2 | D54 ERlucT glycosylation luciferase reporter, 24 h; percent of 100 nM tunicamycin response | reporter increase, % at 12.5 µM | 360,000 compounds, 0.23% hits | AID 588692, 2011;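 active = mean luciferase reporter signal, scaled so untreated is 0 and the glycosylation-blocking control 100, at or above a set limit in every replicate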;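 also: luciferase carries N-glycosylation sites so blocking glycosylation raises the light; 0% = median of neutral control wells and 100% = median of 100 nM tunicamycin wells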
HTR2A ag: mouse Htr2a agonists via beta-arrestin recruitment, primary screen, cell-based, luminescence | 5-hydroxytryptamine receptor 2A (Mus musculus), P35363 | CHO-K1 mHTR2A beta-arrestin complementation; percent of 30 µM serotonin response | activation, % at 7.6 µM | 360,000 compounds, 0.66% hits | AID 624169, 2012;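 active = activation above a run cutoff, the mean activation of all tested compounds plus 3 SD, cut at about 14% in these data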;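 also: 0% = plate median of compound wells and 100% = 30 µM serotonin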
iPSC survival up: enhancers of single-cell hiPSC survival, primary screen, ATPlite luminescence; survival enhancement, % at 20 µM; AID 602274, 2012; 100% = ROCK inhibitor wells, 0% = DMSO; 360,000 compounds, 0.044% hits; in the data active = survival enhancement above about 18%;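 also: cells exposed to compounds for 16 hours before the ATP read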
* hit, by the source's call; . = not tested or not shown; + = active, no number.

SMILES	PDI inh	aDG glyco up	Vif imaging	Granule exo inh	CaV13 ICDI inh	ABCB6 inh 2	H9c2 protect	Glyco luc inh	HTR2A ag	iPSC survival up
CCOc1cc(S(=O)(=O)N2CCC(C(N)=O)CC2)ccc1F	-3	0.0	12	3	-8	100	-2	2	3	-0.1
O=c1cc(CN2CCOCC2)c2ccccc2o1	.	-0.4	0	-3	-10	98	8	2	2	-0.5
O=C(CCCOc1ccc(Cl)cc1Cl)Nc1ncccn1	4	0.0	7	-9	-5	96	0	0	-4	0.6
O=C(Nc1cc2c3c(c1)CC(=O)N3CCC2)C1CC1	-6	-0.2	-4	-2	-8	98	6	-1	6	2.6
CCN1/C(=C/c2sc(-c3ccccc3C)c[n+]2C)Sc2ccccc21	-1	0.8	-16	12	+	94	-26	36*	-1	-0.5
CN(/N=C/c1ccc(-c2ccc([N+](=O)[O-])cc2)o1)c1ccccc1	0	-0.3	.	-11	-8	221	-4	-1	3	0.2
O=C(CC1SCCNC1=O)Nc1cccc([N+](=O)[O-])c1 (configuration not stated)	0	-0.1	-1	-6	-4	99	-6	1	1	-0.7
COc1cc(SC)ccc1C(=O)OCC(=O)NC1CC1	3	-0.1	2	0	-8	94	3	2	4	-0.2
O=C(/C(=C/O)N=Nc1ccccc1)c1ccc(Cl)cc1	-2	-0.2	7	27	-5	103	-21	3	-1	1.5
CCN1CCN(CC(O)COCC2COc3ccccc3O2)CC1 (configuration not stated)	-3	0.1	29	-4	-6	98	-7	-1	0	0.9
c1ccc(OCCCn2nnc(-c3ccncc3)n2)cc1	-11	0.0	7	-1	.	101	-2	-1	3	4.2
N/C(=N\OC(=O)CCn1cccc(C(F)(F)F)c1=O)c1ccc(Cl)cc1	2	0.1	-1	-4	3	97	-10	-1	4	-0.6
CCn1c(SCC(=O)Nc2sc(C)c(C)c2C#N)nnc1C1CC1	-2	-0.1	-7	0	-5	94	-6	0	0	-0.8
CCN(CC(=O)NCc1cccs1)C(=O)CCOc1ccccc1C	1	0.3	-5	4	.	91	-2	3	2	-0.3
O=C1Cc2ccccc2C(=O)N1Nc1ccccc1	2	0.1	4	6	-9	98	3	2	-3	3.5
Clc1ccc2oc(-c3ccccc3)nc2c1	-1	0.1	7	-2	-5	100	-21	-2	-2	3.2
COc1ccccc1NC(=O)CN1C(=O)C(C)Oc2ccccc21 (configuration not stated)	5	-0.1	-4	-3	-8	99	4	1	1	-2.4
O=C1C(=NO)CCCc2ccccc21	18	-0.2	-19	-3	-10	92	4	-1	0	-1.6
CC1CCc2nc(NC(=O)CN3CCN(c4ccc(F)cc4)CC3)sc2C1 (configuration not stated)	0	-0.4	1	1	-5	102	-9	-1	-4	0.0
O=C(O)CCC(=O)Nc1ccc(Oc2ncnc3cc(Cl)ccc23)nc1	-5	-0.2	3	10	7	96	4	0	-5	-0.3
O=C(COC(=O)c1cncc(Br)c1)NCC12CC3CC(CC(C3)C1)C2	-10	-0.3	2	-4	-5	97	9	1	11	0.0
Cc1cc(C)nc(NS(=O)(=O)c2ccc(N3C(=O)C4C5C=CC(C5)C4C3=O)cc2)n1 (configuration not stated)	-4	-0.1	8	-3	-7	97	0	1	2	2.7
CC(=O)NC1C(=O)N(CCN2CCOCC2)c2ccc(Br)cc21 (configuration not stated)	3	-0.1	.	-3	-17	96	-2	3	4	-0.2
COc1cc(-c2nc(-c3ccc4c(c3)-c3ccccc3S4(=O)=O)c(-c3ccccc3)[nH]2)cc(OC)c1OC	4	-0.2	1	0	.	97	15	-7	9	-0.9
Cc1ccc(-c2noc(N=O)c2NO)cc1	-2	-0.1	12	6	3	92	3	-1	3	-0.6
COc1ccccc1CNS(=O)(=O)c1cccs1	3	0.1	-2	-1	-4	93	0	1	3	-0.4
O=C(NCCCNC(=O)c1ccc(-c2cc(Cl)ccc2Cl)o1)c1cnccn1	-3	0.1	-8	39	-3	101	10	-6	-7	-0.2
CC1(C)Cc2cccc(OCC(=O)N3CCN(c4ccccc4)CC3)c2O1	-18	0.0	-4	2	-6	95	-2	-1	0	0.4
COc1ccccc1CN1C[C@@H]2C[C@@H](c3ccc(C)c(C)c3)N3CCC[C@@]23C1=O	-14	0.5	0	-5	-4	127	1	-1	0	0.2
COc1cc(N)c2ncccc2c1OC	-2	0.0	9	1	-4	92	-6	3	-4	1.1
O=c1[nH]c(SCCOc2ccccc2F)nc2ccccc12	-1	-0.1	-6	-12	6	92	12	0	-3	-0.2
Cc1cccc(CC(C)NC(=O)c2cc(COc3ccc(F)cc3F)on2)n1 (configuration not stated)	6	0.0	-2	0	-7	97	-2	-1	-7	-0.6
Cc1ccc(Nc2nnc(SCC(=O)NC3CCS(=O)(=O)C3)s2)c(C)c1 (configuration not stated)	-2	0.8	6	3	1	90	7	3	7	-0.6
CCOC(=O)N1CCN(C(=O)c2ccc(CS(=O)(=O)c3c(Cl)cccc3Cl)o2)CC1	11	-0.2	5	-3	-13	97	-1	0	2	-0.2
CCN1CCN(S(=O)(=O)c2ccc(Cl)c(C(=O)Nc3cc(Cl)ccc3N3CCOCC3)c2)CC1	-1	0.5	.	-2	-8	96	-2	-6	-4	-0.3
CCCCn1c(N)c(N(CCC(C)C)C(=O)c2ccccc2-n2cnnn2)c(=O)[nH]c1=O	-1	-0.1	-4	1	-6	103	4	1	3	0.4
O=C(COc1ccc(Br)cc1)NCCCn1ccnc1	-8	0.0	-6	-12	-5	98	-1	0	-2	-0.4
CCN(CC)CCNC(=O)Cc1c(C(=O)O)n(C)c2ccccc12	-2	0.0	8	-1	-1	81	6	0	-2	4.8
COc1ccc(-n2c(C)n[nH]c2=O)cc1OC	4	-0.1	2	-1	-4	97	-1	-2	-3	-2.8
Cn1cc(C(=O)N/N=C/c2ccc3c(c2)OCO3)c2ccccc21	-1	-0.1	11	0	5	95	2	15	-6	-0.8
Cc1c(Br)cc(C(=O)NCCCN2CCOCC2)c(C)c1C	-8	0.5	-10	-3	-5	102	2	1	-1	0.8
O=[N+]([O-])c1ccccc1OCCCN1CCOCC1	12	0.0	1	-2	-7	105	2	3	-8	3.6
Cc1c(N=Nc2ccc(N(C)C)cc2)c(=O)n(-c2ccccc2)n1C	2	0.1	7	-1	-6	97	5	-4	3	-0.2
O=C(NCCc1ccccc1)Nc1ccc(Cl)cc1	-5	0.2	-6	-1	-6	100	-3	-2	0	4.5
Cc1cc(C)cc(C(O)c2ncc(-c3ccc(C(F)(F)F)cc3)[nH]2)c1 (configuration not stated)	-11	1.0	-4	-2	-6	92	-11	-4	-4	-1.9
COc1cc(C(=O)NNC(=O)COc2ccc(Cl)cc2)ccc1OCC(=O)N1CCOCC1	3	0.0	-6	-4	-5	104	2	0	-2	1.9
COC(=O)C[C@H]1CC[C@H](NC(=O)Nc2ccccc2OC)[C@@H](CO)O1	.	0.4	.	-2	-5	.	.	.	4	.
CCC(=O)NNC(=O)CSc1nnc(-c2ccccc2)c(-c2ccccc2)n1	5	-0.1	-4	8	-19	97	10	1	-4	2.0
CN(Cc1ccccc1)C(=O)[C@@H]1CCCN1	.	-0.3	.	-2	-10	101	.	.	-1	0.0
Clc1ccc(SCNc2ccccc2Cl)cc1	-30	0.0	-2	24	-2	100	1	6	0	0.3
Cc1c(NC(=O)/C=C/c2cn(-c3ccccc3)nc2-c2ccccc2)c(=O)n(-c2ccccc2)n1C	0	0.0	-17	9	-5	108	23	3	2	3.2
COC(=O)c1ccc(NCc2cc(O)ccc2O)cc1	4	0.0	101*	-1	-10	86	-14	2	2	-1.8
CCCCCCCCNS(=O)(=O)CCNCc1ccc(OC)cc1	5	0.0	0	22	-10	102	-16	0	-2	2.5
O=C(NCC(c1ccco1)N1CCN(c2ccccc2F)CC1)C1CCCCC1 (configuration not stated)	6	0.4	-2	-4	-1	102	1	-2	17*	-0.2
Cc1cc(C)n(CCCNC(=O)c2ccc(S(=O)(=O)NCc3ccco3)cc2)n1	-1	0.1	-11	-1	-3	96	2	1	-3	1.3
Cc1c(Cl)cccc1NC(=O)CSC(N)=O	3	-0.4	-10	7	5	98	8	1	1	1.1
COc1cc(OC)c2ccc(=O)oc2c1C(CC(=O)N1CCCC1)c1ccc(N(C)C)cc1 (configuration not stated)	2	0.0	2	-2	-21	97	17	1	-2	1.1
CCOC(=O)N(C)c1c(CC)nc2c(OCc3ccc(F)cc3)cccn12	1	0.3	-2	-5	-5	97	0	-2	4	-1.3
C/C(Cl)=C/CSc1nc2c(c(=O)[nH]c(=O)n2C)n1C(C)C	6	-0.1	-1	-2	1	102	-1	1	-12	4.7
COc1ccc(-n2c(SCC(=O)N3CCC(C(=O)O)CC3)nc3ccccc3c2=O)cc1OC	4	0.0	11	-8	-3	96	2	3	0	0.1

Later entries
SMILES	PDI inh	aDG glyco up	Vif imaging	Granule exo inh	CaV13 ICDI inh	ABCB6 inh 2	H9c2 protect	Glyco luc inh	HTR2A ag	iPSC survival up
CCCCCC1CC(CC(=O)NC(=S)Nc2ccc([N+](=O)[O-])cc2)C(=O)O1 (configuration not stated)	3	0.0	11	-8	-5	112	4	-1	-3	-1.9
O=C1N=C(N2CCOCC2)CS1	1	0.1	0	0	.	100	0	2	-4	-0.3
N#Cc1c(N2CCN(C(=O)c3ccccc3Cl)CC2)nc(-c2ccccc2)c2c1CCCC2	5	0.2	3	-3	-1	100	-21	-2	-2	-1.5
c1ccc2c(c1)nc1n2CCC1	5	1.5	-2	-5	-9	90	-4	2	11	5.4
COc1ccc(NC(=O)CN(C)C(=O)CSc2nc3ccccc3s2)cc1	11	-0.2	-9	6	-5	94	3	-1	-5	0.1
COc1ccc(N(C(=O)c2ccco2)S(=O)(=O)c2cc(OC)ccc2OC)cc1	5	0.2	0	-1	.	97	13	-3	0	4.3
COC(=O)C1C(=O)C2=C(CC1C)Nc1ccccc1NC2c1cccs1 (configuration not stated)	8	-0.8	4	0	7	93	4	0	3	-2.6
COC1OC(CO)C(N(C)C(C)=O)C1O (configuration not stated)	.	0.0	18	-4	.	103	-2	2	-3	3.3
CCCOc1ccc(C(=O)Nc2ccc(S(=O)(=O)N3CCN(C)CC3)cc2)cc1	-1	0.6	-10	-2	-4	97	-6	-2	-4	0.2
O=[N+]([O-])c1cccc(C=NNc2ccccc2)c1	4	0.6	15	-2	-9	97	-11	4	6	1.7

Whole records as entered above:
O=C1N=C(N2CCOCC2)CS1 in the list: PDI inh = 1; aDG glyco up = 0.1; Vif imaging = 0; Granule exo inh = 0; CaV13 ICDI inh = .; ABCB6 inh 2 = 100; H9c2 protect = 0; Glyco luc inh = 2; HTR2A ag = -4; iPSC survival up = -0.3
CCCCCC1CC(CC(=O)NC(=S)Nc2ccc([N+](=O)[O-])cc2)C(=O)O1 (configuration not stated) in the list: PDI inh = 3; aDG glyco up = 0.0; Vif imaging = 11; Granule exo inh = -8; CaV13 ICDI inh = -5; ABCB6 inh 2 = 112; H9c2 protect = 4; Glyco luc inh = -1; HTR2A ag = -3; iPSC survival up = -1.9
